Bioassay records deposited in PubChem BioAssay by several laboratories.
APP 5UTR inh – inhibitors of APP translation via 5'UTR reporter, primary screen, APP 5'UTR luciferase, SH-SY5Y cells; 190,000 tested, 0.82% active; SH-SY5Y APP 5'UTR-luciferase reporter, luminescence; inhibition, % at 2 µM;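 active means inhibition above a set limit, derived from the sample mean plus 3 SD, cut at about 45% in these data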; further: values of inactives mirror those of a sister screen read the other way
APP 5'UTR act – activators of APP 5'UTR luciferase reporter, primary screen, SH-SY5Y cells. SH-SY5Y APP 5'UTR luciferase reporter, luminescence; zero percent = DMSO vehicle wells. activation, % at 2 µM. 190,000 tested, 1% active. AID 1276, 2008;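 active means activation above a set limit, based on mean plus 3 SD of controls, cut at about 140% in these data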; further: values of inactives mirror those of a sister screen read the other way
NF-kB expr up – activators of NF-kB expression in neurons, primary screen, cell-based, HTS. fold change at 12.5 µM. human neuronal cells, NF-kB reporter expression; active compounds read high. 190,000 tested, 1.6% active; in the data active means fold change above about 3.3
Efa HMGR inh – inhibitors of E. faecalis class II HMGR, primary screen, biochemical, Enterococcus faecalis. purified E. faecalis HMGR, NADPH absorbance 340 nm kinetic. 190,000 tested, 0.41% active. AID 1066, 2008. inhibition, % at 10 µM. HMG-CoA reductase (Enterococcus faecalis, mvaE);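 active means inhibition above a set limit, the median over all tested compounds plus 3 SD, cut at about 9.5% in these data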;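 further: enzyme runs in reverse so mevalonate oxidation gives rising NADPH absorbance; 0% = complete reaction with DMSO and 100% = background rate lacking mevalonate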
DTT redox prof – compounds producing H2O2 with reducing agent – biochemical, NIH compound library profiling, artefact control for MLSCN library redox annotation, primary screen; DTT-dependent redox cycling H2O2, phenol red/HRP absorbance; 100% = 100 µM peroxide control, 0% = buffer; activation, % at 10 µM; 200,000 tested, 0.03% active;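 active means activation of at least 50% relative to the plate's high and low controls in the primary single-dose screen; inactive means activation below 50%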;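 further: compound incubated with DTT at 0.8 mM final as the reducing agent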
G6PDH counter – L. mesenteroides G6PDH inhibitors, counter-screen for G6PDH-coupled screening assays, biochemical, Leuconostoc mesenteroides enzyme; glucose-6-phosphate dehydrogenase [Leuconostoc mesenteroides]; Purified L. mesenteroides G6PDH, diaphorase/resazurin coupled fluorescence, 45 min; inhibition, % at 5 µM; 200,000 tested, 0.12% active; in the data active means inhibition above about 50%
FLuc act counter – FLuc activators, initial screening, artefact control for FLuc-dependent activation tests, biochemical, ATPlite luminescence | activation factor at 10 µM | Luciferin 4-monooxygenase (Photinus pyralis), P08659 | 200,000 tested, under 10 active | AID 1027, 2008 | ATPlite luciferase biochemical, 10 min; 0 = ATP-free wells, 1 = DMSO control;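 active means luciferase activation factor, scaled between plate controls, of at least 2 with compound at 10 µM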
Target sequence (P08659 whole entry, looked up): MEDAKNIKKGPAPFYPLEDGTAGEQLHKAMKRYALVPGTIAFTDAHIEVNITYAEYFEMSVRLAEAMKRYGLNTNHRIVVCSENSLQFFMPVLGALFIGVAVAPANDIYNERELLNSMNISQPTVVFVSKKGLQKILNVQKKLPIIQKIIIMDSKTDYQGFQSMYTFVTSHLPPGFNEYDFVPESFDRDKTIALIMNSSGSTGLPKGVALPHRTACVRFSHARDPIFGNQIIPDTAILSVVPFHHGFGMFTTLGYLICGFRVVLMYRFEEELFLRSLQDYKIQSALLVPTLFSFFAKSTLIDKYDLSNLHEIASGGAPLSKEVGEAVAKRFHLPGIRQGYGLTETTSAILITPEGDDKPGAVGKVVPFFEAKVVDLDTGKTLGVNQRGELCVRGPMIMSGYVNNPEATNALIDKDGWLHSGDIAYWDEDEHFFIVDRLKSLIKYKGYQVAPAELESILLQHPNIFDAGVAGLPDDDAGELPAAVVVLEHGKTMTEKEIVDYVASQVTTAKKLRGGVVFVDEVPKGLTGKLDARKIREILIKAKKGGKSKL
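test system = cell-free luciferase reagent | medium = PBS as buffer for the ATP substrate | dosing = test compounds dosed from 2 mM stocks in 100% DMSO | incubation = 10 min at ambient temperature | detection = luminescence measurement of luciferase light output | benchmarks = low control with PBS replacing ATP, high control enzyme plus ATP without compound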
Hsp70 activator – Hsp70 transcriptional activators, primary screen, cell-based, HeLa, Hsp70 promoter luciferase, luminescence, 10 µM; HeLa Hsp70 promoter luciferase reporter; scaled: vehicle 0, proteasome-inhibitor control 100%; activation, % at 10 µM; 200,000 tested, 0.04% active; AID 1203, 2008;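 active means activation above the mean across all tested compounds plus 3 SD, cutoff set per campaign, cut at about 5.5% in these data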;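 further: 100% = MG132 at 30 µM as the positive control and 0% = DMSO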
FLuc inh counter – firefly luciferase enzyme inhibitors, primary screen, artefact control for luciferase-based inhibitor screens, biochemical, luminescence, ATPLite | Luciferin 4-monooxygenase (Photinus pyralis), P08659 | 10 min | inhibition, % at 10 µM | 200,000 tested, 1.5% active | AID 1006, 2008;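 active means inhibition above about 50% when tested at 10 µM, limit read from the data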
STAT1 act – STAT1 signaling activators, primary screen, cell-based, HTS, luciferase reporter | NIH 3T3 STAT1-luciferase reporter, IFN-gamma, luminescence; 100% = IFN-gamma alone, no compound | activation (% of control), % at 5.5 µM | 200,000 tested, 2.6% active;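 active means activation above the screen-wide mean activation plus 3 SD, cut at about 130% in these data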;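 further: raw ratio to IFN-gamma control signal so 100% means no change and 0% no light; values of inactives mirror those of a sister screen read the other way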
An asterisk follows results filed as active; / = no result given.

SMILES	APP 5UTR inh	APP 5'UTR act	NF-kB expr up	Efa HMGR inh	DTT redox prof	G6PDH counter	FLuc act counter	Hsp70 activator	FLuc inh counter	STAT1 act
CCC(=NCc1ccccc1)C1=C(O)C(C(=O)OC)C(C)(C)CC1=O (centres undefined)	-4	4	1.1	-4	-0.4	12	1	-0.2	1	89
COc1cc(-c2nnc(COc3ccc4cc(Br)ccc4c3)o2)cc(OC)c1OC	8	-8	1.4	-9	3.2	9	1.1	-0.2	-6	107
CCC(c1nnnn1CC1CCCO1)N(CCN1CCOCC1)Cc1cc2cc(C)ccc2[nH]c1=O (centres undefined)	10	-10	1.9	-9	1.4	1	1.1	-0.3	-6	100
Cc1ccc(OCC(=O)N/N=C\c2ccc(C)o2)c(C)c1	-4	4	1.2	3	0.4	-12	0.9	0.6	15	105
Cc1cccc(/C(N)=N/OC(=O)c2ccc(Br)o2)c1	-50	50	2.9	-3	-0.2	0	0.3	0.0	67*	132*
COc1ccc(C2(CNC(=O)c3cccc([N+](=O)[O-])c3)CCCCC2)cc1OC	8	-8	0.69	-7	-0.1	-10	1.1	-0.3	-9	103
COc1ccc(NC(=O)Nc2ncn(Cc3cccc(C(F)(F)F)c3)n2)cc1OC	6	-6	0.87	5	0.7	0	1	-0.3	-3	91
C=CCn1c(SCC(=O)N2N=C(c3ccco3)CC2c2ccco2)nnc1-c1ccncc1 (centres undefined)	-16	16	1.2	0	0.1	6	1.1	-0.5	-10	91
C=CCc1cccc2cc(C(=O)NC)c(=O)oc12	-8	8	1.5	-9	0.9	15	1.1	-0.1	-5	100
CCC1(CC)C(=O)N(C)C(=O)NC1=Nc1ccc(OC)cc1	1	-1	1.2	-8	0.4	6	1.1	-0.1	-5	100
O=C(Nc1ccc(N2CCOCC2)c(F)c1)c1ccncc1	6	-6	1.1	-1	1.8	20	0.9	-0.1	6	103
O=C1CCCC2=C1C(c1ccc(Cl)cc1)N1C(=O)CCSC1=N2 (centres undefined)	-2	2	0.88	-8	2.5	18	1	-0.1	0	91
COc1ccc(C(=O)COC(=O)C2CCCN2C(=O)C23CC4CC(CC(C4)C2)C3)cc1 (centres undefined)	9	-9	0.82	1	0.3	-11	1.1	-0.2	-9	102
Cc1cc([N+](=O)[O-])nn1CCCC(=O)NC1CCCCC1	12	-12	0.94	-4	0.1	-2	1	-0.3	-5	101
Cc1ccc(CNC(=O)c2c(C)cc(=O)oc2C)cc1	4	-3	1.1	1	1.6	1	1	-0.2	0	97
CCN(Cc1ccccc1)C(c1cccs1)c1nnnn1C1CCCCC1 (centres undefined)	5	-5	0.86	-5	0.0	-1	1.1	0.1	-10	102
CSc1nc(-c2ccc(Cl)cc2)nn1C(=O)c1ccccc1	-18	18	1.6	-4	-0.3	-7	1	0.0	-4	123
CSc1ccc(C(=S)N2CCN(C)CC2)cc1	-22	22	1.2	0	2.5	-4	1.1	-0.3	-6	102
CCOc1ccc2c(c1)C(c1cccs1)=NNC(c1cccnc1)=N2	-11	11	0.94	-8	-1.5	5	1	-0.1	-4	90
Cc1nn(-c2ccccc2)c2c1C1(C(=O)N3c4c(cccc41)C(C)CC3(C)C)C(C#N)=C(N)O2 (centres undefined)	8	-8	0.85	0	-0.2	12	1.1	-0.3	-5	97
O=C(CN1CCOCC1)Nc1cccc(S(=O)(=O)N2CCCCCC2)c1	8	-8	1.1	-2	0.2	11	0.9	-0.3	13	100
Cc1ccc(S(=O)(=O)NCCN(CCNS(=O)(=O)c2ccc(C)cc2)S(C)(=O)=O)cc1	-6	6	1.2	-1	-0.9	6	1.1	-0.2	-6	96
O=C(C1CCCN(S(=O)(=O)c2ccccc2[N+](=O)[O-])C1)N1CCN(c2ccccc2)CC1 (centres undefined)	-13	13	0.82	2	0.5	8	1	0.0	5	103
COc1cc(C(=O)c2c(C)c(CCC#N)n3ccccc23)cc(OC)c1OC	-30	30	1.4	-4	0.1	1	1	-0.1	-4	80
CCOC(=O)C1CCN(C(=O)CCc2nc3ccccc3[nH]2)CC1	-2	2	1.2	-8	-1.6	0	1.1	-0.1	-5	92
COc1ccccc1NC(=O)C(C/C=C(/C)Cl)C(C)=O (centres undefined)	-9	9	1.3	-4	-1.0	3	1	-0.2	-4	94
CCc1nn(C(C)C(=O)N2CCN(Cc3ccccc3)CC2)c(=O)c2cc3occc3n12 (centres undefined)	-8	8	0.98	-3	-0.2	9	1	-0.4	4	110
COc1cccc(C(=O)C2CCCN(Cc3cccn3-c3ccccn3)C2)c1 (centres undefined)	-17	17	/	3	-0.4	9	1	-0.3	-3	98
O=C(NCCC1=CCCCC1)C1COc2ccccc2O1 (centres undefined)	-13	13	1.2	-8	-0.7	3	1.1	-0.3	-9	110
CS(=O)(=O)N(C(=O)NC(=O)NC1CCS(=O)(=O)C1)C1CCCCC1 (centres undefined)	-3	3	1	0	3.1	-6	1.1	-0.6	-5	98
CC(C)OC(=O)c1sc2nc(-c3ccccc3)ccc2c1N	-168	168*	0.79	-2	2.8	13	0.3	0.1	73*	112
CCN(C(=S)NCc1ccccc1)c1cccc2ccccc12	-13	13	1.1	-1	-0.3	0	1	-0.3	-4	95
CC(C)OCCCNc1ncc2c(n1)CC(c1ccccc1)CC2=O (centres undefined)	-2	2	0.87	-10	-0.9	17	1	-0.4	-4	114
Cc1c(Cl)cccc1NC(=O)CSCc1cc(=O)[nH][nH]1	10	-10	1.1	-2	0.5	-4	1	0.4	-5	104
O=[N+]([O-])c1cccnc1N1CCC(c2cc(-c3cccc(C(F)(F)F)c3)n[nH]2)CC1	-19	19	0.75	1	1.8	-3	1.1	-0.2	-8	80
CCC(=O)N(Cc1ccc(S(N)(=O)=O)cc1)C1CC(=O)N(c2ccccc2)C1=O (centres undefined)	-12	12	1.1	0	-0.2	13	1.1	0.3	-9	98
CCNS(=O)(=O)c1ccc(NC(=O)c2cncc(Br)c2)cc1	-10	10	0.75	0	0.0	4	1	-0.1	-4	102
CCC(C)Sc1nc2c(c(=O)[nH]c(=O)n2C)n1CC(O)COc1cccc2ccccc12 (centres undefined)	3	-3	0.61	-4	2.1	7	1	-0.2	0	106
CCS(=O)(=O)N1CCN(S(=O)(=O)c2ccc(F)cc2)CC1	-22	22	1.1	-5	0.5	13	1	-0.4	-5	95
COC(=O)c1sccc1NC(=S)Nc1ccc(F)cc1	3	-3	1.2	-9	0.0	-2	1.1	-0.1	-6	90
Brc1ccccc1-c1nnc(CSc2nnnn2-c2ccccc2)o1	-10	10	1.1	-1	-0.4	5	1	-0.3	0	104
COc1ccc(/C=C/C(=O)Nc2ccc3c(c2)CCC3)cc1OC	6	-6	1.3	-3	-0.8	10	1.1	0.1	-6	103
CCOc1ccc(Nc2nc(N)nc(CN(C)C3CCCCC3)n2)cc1	-9	9	1.2	5	-0.4	7	1	-0.6	1	106
Oc1ccc(Oc2ncc(Cl)cc2Cl)cc1	-4	4	1.9	-11	2.6	-13	1	0.1	-2	97
C/C(=N\Nc1nccnc1Cl)c1ccc([N+](=O)[O-])cc1	-21	21	1.2	-2	-6.6	-1	1	-0.4	-1	116
CCOC(=O)C1=C(C)Nc2[nH]c(=O)[nH]c(=O)c2C1c1cccs1 (centres undefined)	31	-31	2.2	-2	0.6	7	1	-0.1	1	95
COc1ccc(C(=O)NCc2ccc(-c3nc4ccccc4s3)cc2)cc1	-30	30	1.6	1	-5.0	8	0.9	0.4	8	125
COc1ccccc1CCNC(=O)C(=O)NCC1OCCN1S(=O)(=O)c1ccc(Br)cc1 (centres undefined)	-3	3	0.54	1	0.8	7	1	-0.4	-3	105
COc1ccc(CCN(C)C(=O)CN2C(=O)c3ccccc3S2(=O)=O)cc1OC	-6	6	1.1	1	2.4	6	1	-0.5	-3	105
COc1ccc(Cl)cc1N1C(=O)C2CCCN2C1c1ccc(F)c(F)c1 (centres undefined)	-6	6	0.85	3	-0.9	3	1.1	-0.3	-5	100

Four successive entries already listed, for reference:
SMILES	APP 5UTR inh	APP 5'UTR act	NF-kB expr up	Efa HMGR inh	DTT redox prof	G6PDH counter	FLuc act counter	Hsp70 activator	FLuc inh counter	STAT1 act
COc1ccc(C(=O)NCc2ccc(-c3nc4ccccc4s3)cc2)cc1	-30	30	1.6	1	-5.0	8	0.9	0.4	8	125
COc1ccccc1CCNC(=O)C(=O)NCC1OCCN1S(=O)(=O)c1ccc(Br)cc1 (centres undefined)	-3	3	0.54	1	0.8	7	1	-0.4	-3	105
COc1ccc(CCN(C)C(=O)CN2C(=O)c3ccccc3S2(=O)=O)cc1OC	-6	6	1.1	1	2.4	6	1	-0.5	-3	105
COc1ccc(Cl)cc1N1C(=O)C2CCCN2C1c1ccc(F)c(F)c1 (centres undefined)	-6	6	0.85	3	-0.9	3	1.1	-0.3	-5	100

Next part.
SMILES	APP 5UTR inh	APP 5'UTR act	NF-kB expr up	Efa HMGR inh	DTT redox prof	G6PDH counter	FLuc act counter	Hsp70 activator	FLuc inh counter	STAT1 act
COCCN1Cc2cccc(C(=O)Nc3ccc(-c4nc5ccccc5[nH]4)cc3)c2C1=O	5	-5	0.77	4	0.5	6	1	-0.3	-3	103
CCC(CC)C(=O)Nc1cc(C)c2c(=O)oc3ccccc3c2n1	0	0	0.61	3	-1.4	14	1	/	-4	/
Cc1ccc2nc(=O)c(NNc3ccccc3)cnc2c1	-18	18	1.7	-5	-0.5	0	1	-0.2	3	139*
Cc1ccc(Cn2ccc(NC(=O)c3c(-c4ccccc4Cl)noc3C)n2)cc1	12	-12	0.79	-1	-0.1	4	1	-0.4	-5	95
Cc1cc(NCc2ccco2)nc2cc(O)ccc12	-7	7	0.99	-3	-1.9	-1	1.1	-0.2	-6	100
Cc1ccc(CNC(=O)Cn2cccc2C(=O)c2ccccc2C)cc1	-8	8	1.2	-1	-0.6	-1	1	0.0	-1	113
O=C(COC(=O)c1ccc2c(c1)C(=O)N(CCc1ccccc1)C2=O)Nc1ccc(OC(F)F)cc1	-6	7	1.2	-3	-0.1	10	1.1	-0.2	-6	96
COc1ccc(OC)c(CN2CCN(CCc3ccccc3)C(CCO)C2)c1 (centres undefined)	3	-3	/	-1	-1.1	4	1	0.1	-4	94
C[C@@H](C(=O)NCc1ccccn1)[C@@H]1C[C@@]1(C)[C@@H](NC(=O)OCc1ccccc1)c1ccccc1	-9	9	1	-7	0.1	20	1	-0.2	-1	107
COc1ccc(C(=O)Oc2ccc(C(C)=O)cc2)c(OC)c1	-13	13	1.4	-9	-11	-3	1	-0.2	-1	116
COc1ccc(CCNc2cc(C)nc3c(-c4ccc(Cl)cc4)cnn23)cc1OC	-35	35	0.73	-7	1.0	8	1	-0.3	-4	97
CCn1c(SCC(=O)N2CCOCC2)nc(O)cc1=O	/	/	1.1	2	-1.0	4	1.1	-0.3	-6	93

An unsorted share of the library. About 5.3% of those tested had a hit in this group.
